human PMI inhibition: inhibitors of human PMI, primary screen, biochemical, fluorescence intensity, coupled assay (AID 1209); hit rate 0.42% among 190,000; purified PMI enzyme, coupled fluorescence intensity; higher % means a stronger effect; inhibition, % at 20 µM; hits with a dose series show IC50 in µM;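 note: plate controls were DMSO vehicle for no effect and wells lacking substrate for full effect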
CSM14.1 death rescue: rescue of cells from ER stress-induced death, primary screen, 384-well, CSM14.1, thapsigargin, ATP luminescence (AID 1222) | one-dose cellular ATP content (survival), % at 20 µM; EC50 in µM for titrated hits | 190,000 tested, under 10 active | CSM14.1 thapsigargin-induced death rescue, ATP luminescence; higher % means a stronger effect;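 active = EC50 below 50 µM in the dose-response confirmation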;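 note: death triggered by thapsigargin at about 15 µM added after 2 h compound pretreatment; cell ATP read after overnight thapsigargin exposure of roughly 18 to 22 hours; normalized against plate controls of thapsigargin alone and 5% DMSO vehicle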
Myeloid diff MLP: compounds promoting myeloid differentiation. ER-HoxA9 myeloid progenitors, lysozyme-GFP differentiation, flow cytometry. calls only at 10 µM. hit rate 1% among 360,000. AID 624256;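 active = normalized GFP-positive differentiation at or above the plate's own cutoff, the solvent-only control mean plus 3 SD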;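 note: cells exposed to compound for four days before flow analysis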
WT yeast gro inh: growth inhibition of WT yeast, mitochondrial fusion screen | mitochondrial fusion phenotypic screen, WT strain | AID 1362 | hit rate 2.1% among 190,000 | inhibition, % at 10 µM; in the data active = inhibition above about 58%; tested in S. cerevisiae
TNAP activation fold: human TNAP enzyme activators, primary screen, biochemical, luminescent, no phosphate acceptor, uHTS (AID 1001). purified TNAP, luminescent activation assay, no phosphate acceptor; higher activation fold means a stronger effect. activation fold at 20 µM, or EC50 in µM where a hit was titrated. hit rate 0.03% among 200,000; in the data active = activation fold from about 3, or a potency from the dose series; inactive = the rest, 99 in 100 with activation fold below about 1.6; note: many of its hits are not listed in these tables
UTI89 phage lysis: protection from phage-mediated lysis, alamar blue read-out – E. coli UTI89, K1F phage, bacterial capsule biogenesis inhibitors (AID 488966); inhibition, % at 100 µM; hits with a dose series show IC50 in µM; hit rate 0.02% among 340,000; E. coli UTI89 K1F phage lysis, alamar blue, 2 h; higher % means a stronger effect;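 active = phage lysis inhibition, versus mean bacterial control, above a set limit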;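 note: capsule biogenesis inhibitors block K1F phage lysis so surviving cells raise fluorescence; higher fluorescence means more inhibition of phage lysis; actives were called in the ten point dose series up to 300 µM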
P. falciparum M1AAP: P. falciparum M1AAP inhibitors, biochemical, fluorogenic H-Leu-NHMec substrate, 1536-well (AID 1445). recombinant M1AAP, H-Leu-NHMec fluorogenic kinetic assay; higher % means a stronger effect. inhibition, % at 30 µM, or IC50 in µM where a hit was titrated. hit rate 0.42% among 220,000;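 active = primary inhibition above the hit cutoff, then over 50% inhibition at one or more dose response concentrations, cut at about 23% in these data, passing the limit was not always enough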;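 note: plate controls were DMSO full reaction for no effect and no enzyme background for full effect; strong numbers were not always called active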
human PMI inhibitors: MPI inhibition at elevated mannose 6-phosphate – biochemical, fluorescence intensity, high mannose 6-phosphate, primary screen (AID 1220); inhibition, % at 20 µM; hits with a dose series show IC50 in µM; recombinant PMI enzyme, coupled fluorescence intensity; higher % means a stronger effect; hit rate 0.66% among 190,000
Hep lipid drop: hepatic lipid droplet formation modulation | AID 1656 | AML12 mouse hepatocytes, oleate lipid droplets, BODIPY imaging | inhibition, % at 6.5 µM | hit rate 0.4% among 240,000;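 active = lipid droplet intensity inhibited by at least 50%, with more than 500 cells counted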
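Assay system: AML12 mouse liver cells | Compound dosing: One dose, 6.5 µM compound | Read-out basis: Droplet intensity reduction, % inhibition | Measured by: Fluorescence imaging, 20x objective, two fields per well | Schedule: Overnight treatment with compound plus oleate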
WT yeast gro inh mutant strain: further read-out of WT yeast gro inh, marked with its call; inhibition, %; mitochondrial fusion phenotypic screen, mutant strain inhibition
Hep lipid drop cells 6.5 µM: also measured in Hep lipid drop; calls as there; cell count; measured here: cell count, cytotoxicity flag;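 cells counted across two imaged fields per well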
Myeloid diff MLP GFP+ MAC1+ %: recorded beside Myeloid diff MLP, whose call it bears; GFP+ MAC1+ double positive, %; measured here: differentiation confirmed by MAC1 staining
* hit, by the source's call; i = inactive; · = no result given; [ ] = remark or other dose. Cut-off read from the data, not from the text of the source, unless noted: active = inhibition above about 50%; inactive = the rest.

SMILES	human PMI inhibition	CSM14.1 death rescue	Myeloid diff MLP	Myeloid diff MLP GFP+ MAC1+ %	WT yeast gro inh	WT yeast gro inh mutant strain	TNAP activation fold	UTI89 phage lysis	P. falciparum M1AAP	human PMI inhibitors	Hep lipid drop	Hep lipid drop cells 6.5 µM
O=C(CSc1ccc(Cl)cc1)N1CCN(c2ncc(C(F)(F)F)cc2Cl)CC1	10.1%	-1.7%	i	2.4	28.6	35.7	1	0.0%	5.9%	9.2%	5.2	691
O=C(O)CCCNC(=O)CC1S/C(=N/N=C/c2ccccc2O)NC1=O (stereo unspecified)	-10.6%	0.4%	i	0.3	5.0	-2.8	1.1	0.4%	8.8%	-28.1%	0.6	717
CCOC(=O)c1cc(C#N)c(Oc2ccccc2OC)nc1-c1ccccc1	20.5%	11.2%	i	0.4	21.9	10.2	1	0.5%	5.1%	15.3%	·	·
Cc1cccc(N(C(=O)CNC(=O)c2ccco2)C(C(=O)NC2CCCC2)c2cccnc2)c1 (stereo unspecified)	-10.1%	0.1%	i	1.2	-24.6	-8.7	1	1.4%	8.8%	-3.4%	·	·
CCN(CC)C(=O)c1ccc(-c2cccs2)s1	·	·	i	0.1	·	·	·	2.0%	2.1%	·	12.2	736
CC(C)(C)n1ncc2c(=O)n(CC(=O)N3CCCc4ccccc43)cnc21	11.2%	-1.5%	i	1.2	26.1	22.5	1.1	0.2%	4.0%	18.1%	·	·
O=C(c1ccc2c(c1)OCO2)C1CCCN(Cc2cn[nH]c2-c2cccc(F)c2)C1 (stereo unspecified)	3.4%	-1.6%	i	0.3	-0.3	16.7	1.1	-3.3%	1.4%	-3.1%	-5.0	601
CCOC(=O)c1cnc(SCC(=O)c2ccc(Cl)cc2)nc1N	-6.1%	2.3%	i	0.9	4.0	-6.1	1	-0.7%[50 µM]	3.3%	-6.5%	-1.1	787
COc1cc(NC2c3ccccc3C(=O)N2Cc2ccc3c(c2)OCO3)cc(OC)c1 (stereo unspecified)	·	·	i	0.3	·	·	·	-2.4%[50 µM]	1.7%	·	0.7	727
Cc1ccc(NS(=O)(=O)c2cc(OCC(N)=O)c(C)cc2Cl)cc1	7.8%	-0.7%	i	0.5	-6.7	-21.2	1	1.2%	3.0%	5.5%	-3.2	652
CCOC(=O)c1nc(C)sc1-c1ccnn1S(=O)(=O)c1ccc(C)cc1	·	·	i	0.2	·	·	·	0.4%	1.2%	·	1.7	726
CCc1ccc2[nH]c(=O)c(CN(Cc3ccco3)S(=O)(=O)c3ccc4c(c3)OCCO4)cc2c1	2.4%	1.8%	i	5.5	-3.0	0.6	1.1	4.8%	6.9%	6.7%	·	·
Cc1cccc(N(CC(=O)NCc2ccc3c(c2)OCO3)C(=O)CCC(=O)Nc2ccccn2)c1C	11.7%	1.3%	i	0.4	-8.7	-13.8	1.1	0.0%	2.9%	12.4%	·	·
Cc1nn(-c2ccccc2)c(N2CCCC2)c1/C=N/O	7.4%	1.4%	i	1.3	-6.7	-6.7	1	-1.9%	3.8%	5.2%	-0.1	784
CCOc1ccc(C(=O)NCC(=O)OCc2cc([N+](=O)[O-])cc3c2OCOC3)cc1OCC	1.8%	0.9%	i	0.2	-15.0	-3.1	1.1	0.0%	0.7%	5.0%	15.7	683

Record cards, from the list above. Values in the order: human PMI inhibition, CSM14.1 death rescue, Myeloid diff MLP, Myeloid diff MLP GFP+ MAC1+ %, WT yeast gro inh, WT yeast gro inh mutant strain, TNAP activation fold, UTI89 phage lysis, P. falciparum M1AAP, human PMI inhibitors, Hep lipid drop, Hep lipid drop cells 6.5 µM
Profile of CC(C)(C)n1ncc2c(=O)n(CC(=O)N3CCCc4ccccc43)cnc21 : 11.2%, -1.5%, i, 1.2, 26.1, 22.5, 1.1, 0.2%, 4.0%, 18.1%, ·, ·
Profile of CCOC(=O)c1cnc(SCC(=O)c2ccc(Cl)cc2)nc1N : -6.1%, 2.3%, i, 0.9, 4.0, -6.1, 1, -0.7%[50 µM], 3.3%, -6.5%, -1.1, 787

The listing continues:
SMILES	human PMI inhibition	CSM14.1 death rescue	Myeloid diff MLP	Myeloid diff MLP GFP+ MAC1+ %	WT yeast gro inh	WT yeast gro inh mutant strain	TNAP activation fold	UTI89 phage lysis	P. falciparum M1AAP	human PMI inhibitors	Hep lipid drop	Hep lipid drop cells 6.5 µM
Cc1ccc(S(=O)(=O)N(C)C)cc1NC(=O)COC(=O)Cc1ccc(Br)cc1	-2.7%	-0.2%	i	0.3	-4.0	4.3	1.1	0.5%	2.2%	-6.3%	17.3	687
O=C(NCCCCCNC(=O)c1ccco1)c1ccco1	11.7%	-2.7%	i	0.6	-9.4	-18.6	1.1	-0.4%	6.7%	-0.5%	-22.4	816
Cc1ccc(NC(=O)CNC(=O)c2ccccc2F)cc1Cl	0.1%	-2.5%	i	7.3	-1.9	-14.9	1	2.4%	-6.4%	3.7%	-0.5	686
OCCNCCOc1ccccc1F	5.4%	0.3%	i	1.1	7.4	16.0	1.1	0.1%	7.9%	4.5%	8.5	666
CC(=O)NS(=O)(=O)c1ccc(NC(=O)CC(C)c2ccccc2)cc1 (stereo unspecified)	-10.4%	-1.0%	i	1.1	-14.6	4.8	1.1	0.9%	2.6%	-1.1%	13.2	702
N#Cc1ccsc1NC(=O)CN1CCN(c2ccccc2O)CC1	6.8%	-2.2%	i	0.7	15.9	13.1	1	3.9%	6.0%	0.8%	-1.2	671
O=c1n(Cc2ccccc2Cl)nc2n1-c1ccccc1SC2	·	·	i	0.8	·	·	·	0.1%	-1.1%	·	-3.2	712
CC1CCN(c2nc(Cl)nc(Nc3ccc([N+](=O)[O-])cc3)n2)CC1	8.8%	-0.9%	i	0.3	78.2*	9.3*	1	4.4%	8.1%	7.8%	-8.9	673
C[C@H](NC(=O)c1nc[nH]c1C(=O)NC1CCN(C(=O)OC(C)(C)C)CC1)C(=O)OCc1ccccc1	19.5%	13.0%	i	1.8	16.6	11.9	1.1	3.3%	-9.4%	15.1%	0.6	699
O=C(Nc1ccc2nsnc2c1)NC1CCCCC1	15.5%	-6.9%	i	0.3	-13.4	-4.5	1.2	0.4%	9.5%	15.6%	-1.0	790
O=C(COc1ccc([N+](=O)[O-])cc1)Nn1cnnc1	-22.9%	1.4%	i	0.2	3.6	-6.0	1	·	-1.5%	-20.2%	1.0	711
CC(C)(C)C(=O)Nc1ncccc1C(O)c1cccc(C(F)(F)F)c1 (stereo unspecified)	4.4%	·	i	0.2	-15.8	10.7	0.9	0.2%	-1.5%	7.4%	9.0	731
COc1ccc(C(C)=O)cc1COC(=O)c1cccnc1SC	0.4%	4.3%	i	1.4	8.4	1.6	1.1	0.1%	-0.9%	-3.7%	1.9	660
CCOC(=O)C1CCCN(C(=O)c2ccc3c(c2)NC(=O)C(N2CCOCC2)S3)C1 (stereo unspecified)	-1.6%	-0.6%	i	0.9	-2.9	7.6	1	0.1%	5.3%	-6.6%	·	·
O=C(c1ccc(Cl)cc1)N1C2C=CC(C2)C1(C(F)(F)F)C(F)(F)F (stereo unspecified)	-0.6%	-3.3%	i	0.4	-6.5	-12.7	1	2.5%	2.3%	2.5%	1.3	775

Some of the entries so far, with two lines to a compound:
Every second line gives: human PMI inhibition | CSM14.1 death rescue | Myeloid diff MLP | Myeloid diff MLP GFP+ MAC1+ % | WT yeast gro inh | WT yeast gro inh mutant strain | TNAP activation fold | UTI89 phage lysis | P. falciparum M1AAP | human PMI inhibitors | Hep lipid drop | Hep lipid drop cells 6.5 µM
> O=C(c1ccc(Cl)cc1)N1C2C=CC(C2)C1(C(F)(F)F)C(F)(F)F (stereo unspecified)
 : -0.6% | -3.3% | i | 0.4 | -6.5 | -12.7 | 1 | 2.5% | 2.3% | 2.5% | 1.3 | 775
> CC(=O)NS(=O)(=O)c1ccc(NC(=O)CC(C)c2ccccc2)cc1 (stereo unspecified)
 : -10.4% | -1.0% | i | 1.1 | -14.6 | 4.8 | 1.1 | 0.9% | 2.6% | -1.1% | 13.2 | 702
> Cc1ccc(S(=O)(=O)N(C)C)cc1NC(=O)COC(=O)Cc1ccc(Br)cc1
 : -2.7% | -0.2% | i | 0.3 | -4.0 | 4.3 | 1.1 | 0.5% | 2.2% | -6.3% | 17.3 | 687
> O=C(Nc1ccc2nsnc2c1)NC1CCCCC1
 : 15.5% | -6.9% | i | 0.3 | -13.4 | -4.5 | 1.2 | 0.4% | 9.5% | 15.6% | -1.0 | 790

(list continues)
SMILES	human PMI inhibition	CSM14.1 death rescue	Myeloid diff MLP	Myeloid diff MLP GFP+ MAC1+ %	WT yeast gro inh	WT yeast gro inh mutant strain	TNAP activation fold	UTI89 phage lysis	P. falciparum M1AAP	human PMI inhibitors	Hep lipid drop	Hep lipid drop cells 6.5 µM
CCCCCCOC(=O)CCc1c(C)nc(N)[nH]c1=O	0.2%	-1.8%	i	0.7	12.7	15.0	1	1.1%	11.4%	-10.6%	1.0	773
CCCCN(Cc1cc2ccccc2[nH]c1=O)S(C)(=O)=O	5.0%	-2.5%	i	0.6	-14.6	-20.8	1	3.5%[50 µM]	0.6%	-0.3%	6.7	773
Cc1cc(NC(=O)C2CC2)ncc1NC(=O)C12CC3CC(CC(C3)C1)C2	-4.1%	-1.6%	i	0.7	-1.3	0.6	1.1	0.7%	-3.3%	5.3%	·	·
CCCCN(C(=O)Cn1nnc2ccccc21)C(C(=O)NCCOC)c1cccs1 (stereo unspecified)	-18.3%	-3.2%	i	0.6	-17.3	11.7	1.1	0.2%	3.4%	-8.9%	-10.1	708
COC(=O)c1ccc(NC(=O)COc2ccc([N+](=O)[O-])cc2)cc1	·	·	i	0.4	·	·	·	-2.4%	-2.2%	·	0.0	712
CCOCCCNC(=O)C(NC(=O)c1cnccn1)c1ccc(C)cc1 (stereo unspecified)	7.9%	6.2%	i	0.7	-0.6	-2.0	1.1	3.0%	-6.6%	4.8%	11.4	745
CCOC(=O)/C(=N\Nc1ccc(OC)cc1)c1csc(Nc2ccccc2)n1	12.4%	-1.8%	i	4.3	52.8	21.1	1.1	-0.1%	3.7%	7.8%	17.8	808
CN1C(=O)c2cccc(NC(=O)Cc3ccccc3)c2C1=O	1.1%	-1.0%	i	3.1	0.4	-5.6	1.2	0.3%	15.2%	-10.4%	·	·
O=C(Nc1ccc(Br)cc1)c1csc(-c2ccncc2)n1	1.6%	-2.4%	i	0.1	21.8	27.1	1	0.7%	11.0%	7.8%	3.5	632

Compounds as they come; any-hit rate near 4.6%.
